# hERG WT inh: inhibitors of human wildtype KCNH2 potassium channel. Q12809. U2OS, BacMam KCNH2, thallium flux FluxOr; active compounds read low. activity change, % at 1.84 µM. 340,000 compounds, 0.37% hits. AID 720551;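 active = maximum activity change below -70%; inconclusive = maximum activity change between -70% and -50%; inactive = maximum activity change above -50%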; note: % is set by controls: 0 for no effect and ±100 for the full control effect
# Target sequence (Q12809 whole entry, looked up): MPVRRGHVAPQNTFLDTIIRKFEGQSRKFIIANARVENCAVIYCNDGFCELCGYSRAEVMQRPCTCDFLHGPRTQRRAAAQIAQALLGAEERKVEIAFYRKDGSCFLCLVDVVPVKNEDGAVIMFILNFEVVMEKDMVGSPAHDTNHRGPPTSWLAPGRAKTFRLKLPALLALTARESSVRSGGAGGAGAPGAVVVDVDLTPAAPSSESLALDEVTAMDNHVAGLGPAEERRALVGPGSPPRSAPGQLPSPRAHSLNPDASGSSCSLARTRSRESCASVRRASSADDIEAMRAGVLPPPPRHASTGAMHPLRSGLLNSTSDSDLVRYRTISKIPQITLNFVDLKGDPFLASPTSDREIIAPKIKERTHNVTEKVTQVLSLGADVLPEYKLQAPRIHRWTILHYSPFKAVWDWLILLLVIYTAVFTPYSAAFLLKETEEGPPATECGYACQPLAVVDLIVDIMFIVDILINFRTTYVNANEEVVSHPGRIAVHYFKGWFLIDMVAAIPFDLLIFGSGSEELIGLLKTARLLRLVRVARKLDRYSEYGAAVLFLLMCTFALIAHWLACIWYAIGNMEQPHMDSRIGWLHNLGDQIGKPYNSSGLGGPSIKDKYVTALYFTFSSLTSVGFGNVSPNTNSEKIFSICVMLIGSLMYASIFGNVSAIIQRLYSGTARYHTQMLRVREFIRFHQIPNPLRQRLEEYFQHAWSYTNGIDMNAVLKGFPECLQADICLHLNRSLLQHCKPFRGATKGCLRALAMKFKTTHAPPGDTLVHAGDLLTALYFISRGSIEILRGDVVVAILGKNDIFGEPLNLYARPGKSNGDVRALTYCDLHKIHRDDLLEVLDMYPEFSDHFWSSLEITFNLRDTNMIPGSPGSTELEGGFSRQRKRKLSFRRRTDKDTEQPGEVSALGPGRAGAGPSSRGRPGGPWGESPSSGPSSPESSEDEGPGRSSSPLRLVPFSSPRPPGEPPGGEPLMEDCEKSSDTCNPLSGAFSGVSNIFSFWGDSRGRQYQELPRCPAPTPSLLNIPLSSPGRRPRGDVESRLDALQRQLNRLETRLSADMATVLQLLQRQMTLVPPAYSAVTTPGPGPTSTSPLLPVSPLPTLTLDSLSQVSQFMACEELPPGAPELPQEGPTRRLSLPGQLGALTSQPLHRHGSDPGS
#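 U2OS cells transduced with wild-type KCNH2 virus are loaded with FluxOr dye for 45 min, and thallium flux is measured in kinetic reads before and after stimulation buffer. Rate constants are normalized to DMSO controls.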
# KCNH2 3.1 inh: KCNH2 3.1 (human) potassium channel inhibition; U2OS KCNH2 3.1, thallium flux FluxOr; active compounds read low; activity change, % (tested at about 1.8 µM); 340,000 compounds, 0.95% hits;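 active = maximum activity change below -70%; inconclusive = maximum activity change from -70% to -50%; inactive = maximum activity change above -50%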;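 note: thallium influx rate constant from kinetic fluorescence after stimulation buffer; % is set by controls: 0 for no effect and ±100 for the full control effect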
#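 Steps: virus added to U2OS suspension (4 h, RT, dark); medium with 10% FBS added, cells plated, 37 C overnight; FluxOr/Red40 loading buffer 45 min RT; stimulation buffer, 2 min kinetic read; rate constant normalized.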
# TCR act: activates T cell receptor signaling. primary human leukocytes, anti-CD3, IL-2 HTRF, 48 h. Potency, µM (highest dose often 9.22 µM), for the others: top-dose activation of IL-2 secretion, most hits filed as activators. 330,000 tested, under 10 active. AID 504894; active = well fitted activation curve with a large enough effect; inconclusive = small, poorly fitted or top-dose-only effect, or another doubt; inactive = no such curve, though single readings can be large or run the other way; note: % of control where 0% means no effect
#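 48 hr co-incubation of compounds, a-CD3 beads and primary human leukocytes; IL-2 quantified homogeneously by HTRF with anti-IL-2 K and d2 conjugates.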
# * marks the source's active call; other numbers are inactive results; ? = inconclusive. The list is partial; rates above refer to the full screens.
SMILES,hERG WT inh,KCNH2 3.1 inh,TCR act
CC1CCCC(C)N1CCOc1cc(N)ccc1C#N (stereo not given),0,1,3%
CC(Sc1nc2ccccc2c(=O)n1CCCN1CCOCC1)C(=O)N1CCc2ccccc21 (stereo not given),17,4,2%
Cc1cc(NC(=O)c2ccc(C(C)(C)C)cc2)no1,-3,18,-1%
CCN(C(=O)COC(=O)c1ccc2[nH]c(C)c(C)c2c1)c1c(N)n(Cc2ccccc2)c(=O)[nH]c1=O,5,5,-2%
COc1cc(CN(C(C)=O)c2ccccc2C(=O)O)ccc1[N+](=O)[O-],-22,18,0%
O=C1[C@H](Cc2ccccc2)NCCCC[C@@H](c2ccc(Cl)cc2)N1Cc1ccc(Cl)cc1,15,12,4%
CC[C@]12C(=O)N(C)C[C@H]([C@@H]3C(=O)N(C)C(=O)[C@@H]31)N2C(=O)c1ccccc1,-14,-37,-10%
COc1ccc2c(c1)CCC1C2CCC2(C)C(O)C(=O)CC12 (stereo not given),2,3,-3%
O=C1CCC[C@@H]2C[C@@]3(C[C@@H]4CCN1[C@H]24)Nc1cc([N+](=O)[O-])ccc1NC3=NC1CCCCC1,1,-16,-1%
COc1ccc(F)cc1CN1CCN(C(=O)c2ccc(S(=O)(=O)N3CCCCCC3)cc2)CC1,21,-4,4%
CCOP1(=O)C=C(Sc2ccc([N+](=O)[O-])cc2[N+](=O)[O-])C(C)(C)O1 (stereo not given),7,0,3%
CC(=O)NC12CC3CC(C1)CC(C(=O)N1CCN(S(=O)(=O)c4ccc([N+](=O)[O-])cc4)CC1)(C3)C2,3,21,13%
Cc1ccc(Cn2c(CCNc3nc(-c4ccc(Cl)c([N+](=O)[O-])c4)cs3)nc3cc(Cl)c(Cl)cc32)cc1,4,-20,-8%
Cc1nn(-c2ccc(Cl)cc2)c(Cl)c1/C=N/NC(=O)c1ccc(NS(=O)(=O)c2cccs2)cc1,-7,5,0%
CC(SC(C)C(=O)NN=Cc1c[nH]c2ccccc12)C(=O)NN=Cc1c[nH]c2ccccc12 (stereo not given),1,19,7%
O=C(Cc1ccc(NC(=O)C2CCCN(C(=O)C3CCC3)C2)cc1)Nc1ccc(C(=O)N2CCOCC2)cc1 (stereo not given),2,-36,3%
CCOc1cc(NC(=O)c2ccco2)c(OCC)cc1NC(=O)COc1ccccc1C,2,11,4%
C=C(c1cn(C(C)=O)c2ccccc12)c1cn(C(C)=O)c2ccccc12,-24,-1,-1%
C#CCN1C=CC(=O)[C@@H](OC(=O)NCCC)[C@H]1c1ccccc1Br,-3,-7,-1%
COc1ccc(CC(=O)N(C)Cc2ccc(OC(F)F)cc2)cc1S(=O)(=O)N1CCOCC1,16,-17,13%
Cc1cc(C)cc(NC(=O)CSCc2nc3c(nnn3Cc3ccc(F)cc3)c(=O)[nH]2)c1,-16,9,3%
COc1ccc(C(=O)CN2C(=O)NC3(CCCCCC3)C2=O)cc1,-16,12,0%
S=C1NCCN1CC1CCN(CC2CCCC2)CC1,25,4,0%
Cc1ccccc1N=Cc1ccc[nH]1,-9,-18,-2%
CC1=Nc2nc(N3CCCCCC3)c(C#N)c3c4c(nc(c23)N1)N(c1ccc2ccccc2c1)C(=O)C4,-7,-4,0%
CCOC(=O)c1c(NC(=O)COC(=O)CCOc2cc(C)ccc2C)sc(C(=O)N(C)C)c1C,2,-35,8%
O=C1N=C(N2CCOCC2)SC1=Cc1ccco1,4,-9,2%
c1ccc(C[n+]2ccc3ccccc3c2)cc1,2,12,0%
CCOc1ccc(NC(=S)NS(=O)(=O)c2cc(Br)ccc2OCC)cc1,-1,-7,0%
CN1CCN(C(=O)c2cnn(-c3ccccc3)c2NC(=O)c2ccc(Br)cc2)CC1,-79*,-76*,-14%
COC(=O)c1cnc(N)s1,-1,7,-5%
CN1CCC2CC1c1cc(-c3ccc(C(F)(F)F)cc3)ccc12 (stereo not given),6,-31,-4%
CCN(c1ccccc1)S(=O)(=O)c1cc(C(=O)OCC(=O)c2c(N)n(C)c(=O)n(C)c2=O)ccc1C,3,-3,-2%
CC1CCN(S(=O)(=O)c2ccc(NC(=O)C3CCCCC3C(=O)O)cc2)CC1 (stereo not given),-3,-3,3%
Cc1cn(C2CCCCC2)c(=O)[nH]c1=O,-5,-2,-2%
O=C(O)c1ccccc1NS(=O)(=O)c1ccc(N/N=C/c2ccc(O)c(O)c2)c([N+](=O)[O-])c1,-2,9,-7%
NC(=O)c1ncn([C@@H]2O[C@H](CNCc3ccccc3C#Cc3ccccc3)[C@@H](O)[C@H]2O)n1,7,-5,7%
O=C(C=Cc1ccccc1)c1ccc([N+](=O)[O-])cc1,-6,8,-1%
COc1ccc(/C=C2\SC(=S)N(CCCC(=O)N3CCN(C)CC3)C2=O)cc1OC,1,-14,-6%
CCCCN1CCC(CN2C(=O)C(=O)NC[C@@H]2Cc2ccccc2)CC1,15,0,14%
O=C(NCc1ccccn1)C1Nc2ccc(C(F)(F)F)cc2C2C=CCC12 (stereo not given),18,6,2%
Cc1c(C)n(Cc2ccccc2)c2ccc(C(=O)O)cc12,7,0,-2%
CCOC(=O)C[C@H]1c2ccccc2S(=O)(=O)N1Cc1ccc(Cl)cc1,-21,4,5%
Cc1ccc(S(=O)(=O)Nc2ccc3cc([N+](=O)[O-])ccc3c2[N+](=O)[O-])cc1,-1,-25,3%
CCN(CC)S(=O)(=O)c1ccc(NC(=O)CSc2nc3nc(C)cc(C)c3c(=O)[nH]2)cc1,-6,13,4%
N=C(N)SCCc1cccc(CCSC(=N)N)c1,-7,15,-21%
O=c1ccc(=O)n(CCc2ccccn2)[nH]1,-10,-5,2%
O=S(=O)(NCC1CCCO1)c1ccc(S(=O)(=O)N(Cc2ccc(F)cc2)C2CCCCC2)cc1 (stereo not given),3,-11,5%
O=C(/C=C/c1cccs1)c1ccco1,10,-10,-2%
CCN(CC(=O)Nc1ccccc1OC)C(=O)COc1ccc(C#N)cc1,-2,3,1%
O=C1OCCC1=Cc1ccccc1,-1,8,2%
Cc1cccc(C(=O)N(C)c2nnc(-c3ccncc3)s2)c1,-3,-1,3%
CC(=O)NC1CC2CCCC(C1)N2C(=O)Nc1cccc(Cl)c1 (stereo not given),-2,0,1%
N#Cc1ccc(CC(=O)c2ccccc2)[nH]c1=O,-1,16,3%
CC(=O)C1CCC2C3CC(C)=C4CC(O)CCC4(C)C3CCC12C (stereo not given),-10,15,1%
CC(C)C(NC(=O)CN(c1ccc2c(c1)OCCO2)S(=O)(=O)c1ccccc1)C(C)C,15,6,2%
O=C(O)c1ccccc1C(=O)c1cccc2c(F)cccc12,10,-5,-16%
O=C1C=CC(=O)N1c1ccc2ccccc2c1,0,1,-2%
CC(Cc1ccccc1)=NNS(=O)(=O)c1ccc([N+](=O)[O-])cc1,-7,-9,16%
CCCCN1CC(COCc2ccccc2)Oc2cccc(Oc3ccc(OC)cc3)c2S1(=O)=O (stereo not given),12,-19,10%
# The list goes on.
SMILES,hERG WT inh,KCNH2 3.1 inh,TCR act
CCN(CC)c1ccc(S(=O)(=O)N2CCOCC2)cc1NC(=O)COC(=O)/C=C/c1ccc(O)c(OC)c1,30,-1,1%
CCO[C@H]1OC(C(=O)NCc2nc3ccccc3[nH]2)=C[C@@H](c2ccc3c(c2)OCO3)[C@@H]1CCCO,-1,-1,4%
Nc1ccccc1/C=C/c1ccccc1N,14,8,-7%
Cc1ccccc1-c1cccc([C@@H]2C[C@H]3[C@H](CON3C)CN2Cc2ccccc2)c1,-2,?,0%
CCSc1nc2c([nH]1)c(=O)n(C)c(=S)n2C,0,27,1%
CC(=O)C[C@H]1c2cc(C(F)(F)F)ccc2S(=O)(=O)N1C1CCCC1,-10,8,-3%
Cc1cc(C)c(NS(=O)(=O)c2ccccc2)c(C)c1,-5,3,-5%
Cc1ccccc1Sc1ncccc1[N+](=O)[O-],-7,0,-5%
O=C1CCCC(O)=C1Sc1cc(Cl)c(Cl)cc1Cl,1,11,-3%
O=[N+]([O-])c1cc([N+](=O)[O-])c(Oc2cccc3ccccc23)cc1NN1CCCCC1,-5,-9,-1%
CCOC(=O)c1cn(CC)c2cc(N3CCCCC3)c(F)cc2c1=O,-26,0,0%
Cc1cc(Sc2ccc([N+](=O)[O-])cn2)ccc1Br,2,-6,-2%
COc1ccc2c(c1)c(=Cc1ccc(N(C)C)cc1)c1cc(-c3ccccc3)[n+](C)n12,17,0,-2%
C=C(NC(=O)C(=C)NC(=O)c1csc(C2=NC3c4csc(n4)C4NC(=O)c5csc(n5)C(C(C)(O)C(C)O)NC(=O)C5CSC(=N5)/C(=C/C)NC(=O)C(C(C)O)NC(=O)c5csc(n5)C3(CC2)NC(=O)C(C)NC(=O)C(=C)NC(=O)C(=C)NC(=O)C(C(C)C)NC2C=Cc3c(C(C)O)cc(nc3C2O)C(=O)OC4C)n1)C(N)=O (stereo not given),20,-19,7%
CSC(=NS(=O)(=O)c1ccc(N)cc1)NS(=O)(=O)c1cccs1,4,-1,-3%
Cc1ccc(Nc2c(O)nc[nH]c2=O)cc1C,1,24,0%
OCCN(CCO)c1cc2c3ccccc3ccc2c2ccccc12,-8,7,5%
C#CCN1C=CC(=O)[C@@H](OC(=O)Nc2ccc(OC)cc2)[C@H]1c1ccccc1Br,2,19,-2%
CCOC(=O)c1ccccc1NC(=O)C1CC(=O)N(C2CCCC2)C1 (stereo not given),6,9,3%
Cc1cc(C(=O)COC(=O)c2nn(C)c(=O)c3ccccc23)c(C)n1C,-4,3,3%
COc1ccc(-c2cc(C(=O)N/N=C/c3cc(OC)c(OC)cc3OC)c3ccccc3n2)cc1,-1,7,-4%
CC(=O)OCC=C1CCC2C3CCC4=CC(=O)CCC4(C)C3C(O)CC12C (stereo not given),3,-7,6%
COCCNC(=O)C1Nc2ccc(OC(F)(F)F)cc2C2C=CCC12 (stereo not given),4,-8,0%
O=C(O)c1c[nH]c2c([N+](=O)[O-])cccc2c1=O,-12,-10,6%
Cc1ccc(C(=O)COC(=O)CN2C(=O)C3CC=CCC3C2=O)cc1[N+](=O)[O-] (stereo not given),-4,2,-5%
CC(=O)c1cccc(-c2ccc(CN3C(CC(C)C)C(=O)N(Cc4cn(CC5CCCCC5)nn4)CCS3(=O)=O)cc2)c1 (stereo not given),-14,-18,7%
COc1ccc(NC(=O)CCC(=O)N2CCC(c3ccccc3)=N2)cc1S(=O)(=O)N1CCCCC1,-1,-19,-4%
Cc1ccc(S(=O)(=O)N2CCC[C@H]2C(=O)NC2=NCCS2)cc1,-2,6,-1%
COc1ccccc1NC(=S)NC(=O)Cc1ccccc1,3,-2,-4%
O=C(NN=Cc1cc(Cl)ccc1[N+](=O)[O-])c1ccco1,-1,22,4%
CC1(OC(=O)c2ccco2)C(=O)C=C2C=C(C3CC3)OC=C2C1=O (stereo not given),33,2,13%
CCc1nnc(NS(=O)(=O)c2ccc(NC(=O)c3cccc(OC(F)(F)C(F)F)c3)cc2)s1,-3,-11,7%
CCC(C)CNC(=O)c1cccc(OC2CCN(CC(C)(C)C)CC2)c1 (stereo not given),-3,-2,-2%

# Entries above that contain two or more sulfur atoms (eleven):
SMILES,hERG WT inh,KCNH2 3.1 inh,TCR act
Cc1nn(-c2ccc(Cl)cc2)c(Cl)c1/C=N/NC(=O)c1ccc(NS(=O)(=O)c2cccs2)cc1,-7,5,0%
CCOc1ccc(NC(=S)NS(=O)(=O)c2cc(Br)ccc2OCC)cc1,-1,-7,0%
COc1ccc(/C=C2\SC(=S)N(CCCC(=O)N3CCN(C)CC3)C2=O)cc1OC,1,-14,-6%
CCN(CC)S(=O)(=O)c1ccc(NC(=O)CSc2nc3nc(C)cc(C)c3c(=O)[nH]2)cc1,-6,13,4%
N=C(N)SCCc1cccc(CCSC(=N)N)c1,-7,15,-21%
O=S(=O)(NCC1CCCO1)c1ccc(S(=O)(=O)N(Cc2ccc(F)cc2)C2CCCCC2)cc1 (stereo not given),3,-11,5%
CCSc1nc2c([nH]1)c(=O)n(C)c(=S)n2C,0,27,1%
C=C(NC(=O)C(=C)NC(=O)c1csc(C2=NC3c4csc(n4)C4NC(=O)c5csc(n5)C(C(C)(O)C(C)O)NC(=O)C5CSC(=N5)/C(=C/C)NC(=O)C(C(C)O)NC(=O)c5csc(n5)C3(CC2)NC(=O)C(C)NC(=O)C(=C)NC(=O)C(=C)NC(=O)C(C(C)C)NC2C=Cc3c(C(C)O)cc(nc3C2O)C(=O)OC4C)n1)C(N)=O (stereo not given),20,-19,7%
CSC(=NS(=O)(=O)c1ccc(N)cc1)NS(=O)(=O)c1cccs1,4,-1,-3%
Cc1ccc(S(=O)(=O)N2CCC[C@H]2C(=O)NC2=NCCS2)cc1,-2,6,-1%
CCc1nnc(NS(=O)(=O)c2ccc(NC(=O)c3cccc(OC(F)(F)C(F)F)c3)cc2)s1,-3,-11,7%
